Source: PubChem BioAssay (National Center for Advancing Translational Sciences (NCATS))
JMJD2A Tudor = qHTS Assay for Inhibitors of JMJD2A-Tudor Domain | Potency, µM (top dose mostly 114 µM), for the others: at the highest dose activity change, negative = inhibition, usual class: inhibitors | actives 4.4% (n = 390,000) | AlphaScreen JMJD2A-Tudor / H3K4me3 peptide binding | Lysine-specific demethylase 4A (Homo sapiens), O75164; further: on the % scale 0 is the no-effect control and ±100 the full control effect; nearly all actives have a fitted effect of over 50% in size
BAZ2B inh = qHTS Assay for Inhibitors of BAZ2B; AlphaScreen BAZ2B-H3K14Ac peptide displacement; Potency, µM (series often up to 114 µM), for inactives: top-dose activity change, negative = inhibition, usual class: inhibitors; Bromodomain adjacent to zinc finger domain protein 2B (Homo sapiens), Q9UIF8; AID 504333, 2011; actives 4.4% (n = 360,000); further: on the % scale 0 is the no-effect control and ±100 the full control effect; nearly all actives have a fitted effect of over 60% in size
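Compounds, titrated to a top concentration of 110 uM, were incubated 30 min at room temperature with preformed BAZ2B/acetyl-K14 H3 peptide complex (50 nM each). Proximity signal was measured by AlphaScreen after 20 min with beads.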
BLM inh = qHTS Assay for Inhibitors of Bloom's syndrome helicase (BLM); RecQ-like DNA helicase BLM (Homo sapiens), P54132; recombinant BLM DNA unwinding, fluorescence dequenching; Potency, µM (top dose mostly 56.1 µM), without a hit: top-dose activity change, negative = inhibition, actives largely listed as inhibitors; actives 0.2% (n = 350,000);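 further: plate controls were vehicle for no effect and no enzyme for full effect; nearly all actives have a fitted effect of over 35% in size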
G9a block = qHTS Assay for Inhibitors of Histone Lysine Methyltransferase G9a; G9a H3K9 monomethylation, AlphaScreen, 2 h; Potency, µM (titrated, usually from 102 µM), for inactives: at the highest dose activity, negative = inhibition, actives largely listed as inhibitors; actives 8.8% (n = 350,000); further: on the % scale 0 is the no-effect control and ±100 the full control effect; nearly all actives have a fitted effect of over 75% in size
Target sequence (Q96KQ7 913-1193 limits assumed): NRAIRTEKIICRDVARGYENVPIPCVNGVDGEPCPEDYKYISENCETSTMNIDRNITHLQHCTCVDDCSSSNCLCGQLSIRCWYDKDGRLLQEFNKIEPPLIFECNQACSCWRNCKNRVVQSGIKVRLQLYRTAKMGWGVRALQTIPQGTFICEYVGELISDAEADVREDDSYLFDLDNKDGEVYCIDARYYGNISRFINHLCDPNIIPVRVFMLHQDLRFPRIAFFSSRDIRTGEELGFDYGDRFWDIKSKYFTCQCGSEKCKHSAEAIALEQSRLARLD
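AlphaScreen read-out: biotin-H3K9 peptide (500 nM) methylation by 20 nM enzyme with 20 uM SAM, 2 h at room temperature after 15 min compound preincubation; anti-monomethyl H3K9 antibody plus donor/acceptor beads, 10 min dark.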
Pol beta inh = qHTS Assay for Inhibitors of DNA Polymerase Beta. Potency, µM (titrated, usually from 114 µM), for inactives: at the highest dose activity change, negative = inhibition, most hits filed as inhibitors. P06746. actives 1.3% (n = 340,000). Pol beta primer extension/strand displacement, fluorescence kinetic. AID 485314, 2010; further: on the % scale 0 is the no-effect control and ±100 the full control effect
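Human Pol beta at 10 nM; strand-displacement substrate 50 nM final. Compound exposure 15 min at room temperature before start, reaction 10 min at room temperature.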
APEX1 inh = qHTS Assay for Inhibitors of the Human Apurinic/apyrimidinic Endonuclease 1 (APE1). recombinant APE1, TAMRA/BHQ-2 abasic DNA cleavage fluorescence. Potency, µM (titrated, usually from 65.8 µM), for the others: top-dose activity change, negative = inhibition, hits mostly inhibitors. actives 0.35% (n = 350,000). DNA repair nuclease/redox regulator APEX1 (Homo sapiens), P27695;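 further: plate controls were vehicle for no effect and reference inhibitor for full effect; nearly all actives have a fitted effect of over 55% in size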
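APE1 at 0.75 nM final was preincubated with compound 15 min at room temperature, then 50 nM double-stranded THF abasic-site substrate (5'-TAMRA/3'-BHQ-2) was added. Fluorescence (ex 525/em 598 nm) was read kinetically; third-minus-first read gave activity.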
POLK inh = qHTS for Inhibitors of Polymerase Kappa | AID 588579, 2011 | actives 0.53% (n = 400,000) | Potency, µM (titrated, usually from 107 µM), without a hit: at the top dose activity, negative = inhibition, actives largely listed as inhibitors | purified Pol kappa, fluorescent DNA synthesis assay, 10 min | DNA polymerase kappa (Homo sapiens), Q9UBT6; further: on the % scale 0 is the no-effect control and ±100 the full control effect
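Here, compound and 10 nM enzyme are combined for 15 min at room temperature; adding 50 nM substrate (final) starts DNA synthesis, tracked by fluorescence at 0 and 10 min against buffer-only wells.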
POLH inh = qHTS for Inhibitors of Polymerase Eta; recombinant Pol eta, fluorescent DNA replication assay; Potency, µM (top dose mostly 114 µM), without a hit: top-dose activity change, negative = inhibition, actives largely listed as inhibitors; actives 1.2% (n = 390,000); further: on the % scale 0 is the no-effect control and ±100 the full control effect
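Pol eta at 10 nM preincubated with compounds 15 min at room temperature; reaction started with fluorescent substrate (50 nM final) and read kinetically at 0 and 10 min.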
POLI inh = qHTS for Inhibitors of Polymerase Iota; AID 588590, 2011; Potency, µM (doses to about 115 µM), for the others: at the highest dose activity, negative = inhibition, actives largely listed as inhibitors; DNA polymerase iota (Homo sapiens), Q9UNA4; actives 1% (n = 390,000); Pol iota fluorescent replication assay, 10 min
Target sequence (Q9UNA4 whole entry, looked up): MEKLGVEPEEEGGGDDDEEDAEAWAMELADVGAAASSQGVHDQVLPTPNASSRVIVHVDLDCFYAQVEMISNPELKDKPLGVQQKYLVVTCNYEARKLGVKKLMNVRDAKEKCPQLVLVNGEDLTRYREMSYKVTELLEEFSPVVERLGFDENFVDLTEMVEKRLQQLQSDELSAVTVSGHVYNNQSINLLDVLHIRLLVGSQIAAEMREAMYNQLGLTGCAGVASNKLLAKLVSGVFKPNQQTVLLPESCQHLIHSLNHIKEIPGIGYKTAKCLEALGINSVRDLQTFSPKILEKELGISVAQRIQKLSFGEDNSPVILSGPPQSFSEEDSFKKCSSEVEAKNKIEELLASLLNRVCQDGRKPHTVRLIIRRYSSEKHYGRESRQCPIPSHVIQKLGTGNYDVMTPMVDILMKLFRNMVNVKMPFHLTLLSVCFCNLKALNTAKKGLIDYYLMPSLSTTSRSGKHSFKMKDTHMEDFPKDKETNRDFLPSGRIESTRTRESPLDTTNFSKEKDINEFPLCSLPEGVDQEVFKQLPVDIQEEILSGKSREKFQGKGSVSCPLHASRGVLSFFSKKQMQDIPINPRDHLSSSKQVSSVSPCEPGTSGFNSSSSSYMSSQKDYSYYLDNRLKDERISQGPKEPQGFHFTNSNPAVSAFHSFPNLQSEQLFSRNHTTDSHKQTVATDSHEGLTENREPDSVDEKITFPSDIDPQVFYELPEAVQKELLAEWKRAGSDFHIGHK
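Fluorescent replication assay read twice, at 0 min and 10 min after adding 50 nM (final) substrate. Enzyme (10 nM) and compounds were first incubated 15 min at room temperature; enzyme-free buffer wells were negative controls.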
* hit, by the source's call; ? = inconclusive; / = not tested or not shown; & = joins results of further samples; [ ] = remark or other dose. The call rests on the fitted dose curve; in most records, active means well fitted curve in the direction sought with a large enough effect; inconclusive means small, poorly fitted or top-dose-only effect, or another doubt; inactive means no such curve, though single readings can be large; an effect the other way counts as inactive or inconclusive. Potency means the concentration at half of the fitted maximal effect.

The opening three entries as a preview:
Order of results – JMJD2A Tudor, BAZ2B inh, BLM inh, G9a block, Pol beta inh, APEX1 inh, POLK inh, POLH inh, POLI inh
> CCCCN(CCCC)C(=O)CN(C)S(=O)(=O)c1ccc2c(c1)c(=O)n(C)c(=O)n2C
    -18%, -1%, 1%, 11%[59 µM], 6%, /, -8%, -16%, 11%
> O=C(O)c1ccc2c3n(nc2c1)-c1ccc(Cl)cc1CO3
    -15%, ?, 5%, 50µM*, 20µM*, 21%, 32µM*, 4%, 16µM*
> CCC1(CC)Cc2ccccc2-c2nc(NCCCO)[nH]c(=O)c21
    -3%, -5%, -6%, -5%, -3%, -3%, -3%, -10%, 36%[activator]

This part in full (from the top)
Order of results – JMJD2A Tudor, BAZ2B inh, BLM inh, G9a block, Pol beta inh, APEX1 inh, POLK inh, POLH inh, POLI inh
> CCCCN(CCCC)C(=O)CN(C)S(=O)(=O)c1ccc2c(c1)c(=O)n(C)c(=O)n2C
    -18%, -1%, 1%, 11%[59 µM], 6%, /, -8%, -16%, 11%
> O=C(O)c1ccc2c3n(nc2c1)-c1ccc(Cl)cc1CO3
    -15%, ?, 5%, 50µM*, 20µM*, 21%, 32µM*, 4%, 16µM*
> CCC1(CC)Cc2ccccc2-c2nc(NCCCO)[nH]c(=O)c21
    -3%, -5%, -6%, -5%, -3%, -3%, -3%, -10%, 36%[activator]
> CSc1ccc(Cl)c(C(=O)OCC(=O)NC2CC2)c1
    -7%, 5%, -2%, 31%[0.501 µM], 14%, 3%, -3%, -10%, 12%
> CCc1sc(-c2ccccc2)nc1C(=O)OC
    36%, 28%, -4%, 80%[activator], 20%, 18%, -16%, 0%, ?
> Cc1cc(NCc2ccc(Cl)cc2)n2cnnc2n1
    -3%, -1%, 1%, 6%[59 µM], 22%, /, -8%, /, -4%
> CC1CCC/C(=C\Nc2ccc3c(c2)OCO3)C1=O (configuration not stated)
    100µM*, ?, -7%, 8.9µM*, 33%, 2%, -5%, 5%, 12%
> Cc1ccc(S(=O)(=O)c2cn(Cc3ccccc3)c3cc(N4CCCC4)c(F)cc3c2=O)cc1C
    5%, 3%, -7%, 4%[59 µM], 0%, /, 6%, -12%, 41%[activator]
> Cc1cc(C)cc(NC(=O)C2CCN(S(=O)(=O)c3ccc4[nH]c(=O)ccc4c3)CC2)c1
    -20%, 3%, -3%, /, ?, -19%, -27%, -8%, ?
> C=CCc1c(C)nc(SC)nc1Nc1ccc(C(=O)O)cc1
    -28%, -8%, -1%, 28%[59 µM], -4%, 0%, 3%, -19%, 21%
> Cc1onc(-c2c(F)cccc2Cl)c1C(=O)OCC(=O)NC(N)=O
    -15%, 0%, -8%, ?, 5%, -1%, 0%, 0%, 58%[activator]
> O=C(C1Cc2ccccc2CN1S(=O)(=O)c1cccs1)N1CCCCCC1 (configuration not stated)
    -21%, -8%, -4%, ?, 0%, 1%, -14%, -10%, 11%
> CCOC(=O)c1ccc(NC(=O)CN2C(=O)CNC2=O)cc1
    -13%, 2%, 3%, -21%[59 µM], 35%, -2%, 9%, 3%, -27%
> Cc1cc(C(=O)N2CCC(C(F)(F)F)n3nccc32)on1 (configuration not stated)
    6%, 28%, -12%, -1%[12.7 µM], 4%, -16%, -1%, -13%, -9%
> Cc1cccc(N2CC(C(=O)OCC(=O)c3c(N)n(CC(C)C)c(=O)n(C)c3=O)CC2=O)c1C (configuration not stated)
    -8%, -4%, /, ?, /, 11%, -1%, -26%, 22%
> Cc1nn(CCCC(=O)NCCc2ccccc2)c(=O)c2nccn12
    -17%, 9%, 2%, /, -7%, 12%, -11%, -12%, 17%
> CCN(CC(=O)Nc1ccc(OC)cc1)C(=O)CSCC(=O)Nc1cc(C)on1
    -8%, -1%, /, 1%[12.7 µM], /, 32%, -22%, -28%, ?
> Cc1cc(C)n(-c2ccc(C(=O)Nc3cc(C(F)(F)F)ccc3N3CCOCC3)cc2)n1
    -11%, 6%, -2%, 45%[12.7 µM], 20%, -8%, 0%, 1%, -4%
> CCC(C(=O)NC1CCCCC1)n1c(SCc2cccc(F)c2)nc2ccncc21 (configuration not stated)
    -17%&-22%, -9%&-15%, -3%&-5%, ?, 9%&-12%, -1%, 1%&-17%, -14%&-22%, 31%&-4%[activator]
> Cc1ccc(CN2CC(C(=O)N3CCN(S(=O)(=O)c4ccccc4)CC3)CC2=O)cc1 (configuration not stated)
    -10%, -5%, /, -22%, /, 10%, 1%, -7%, 3%
> COc1cc(C(=O)OC2CCN(C)CC2)cc(OC)c1OC
    4%, -4%, 1%, -48%[12.7 µM], 22%, -3%, -18%, 4%, 1%
> C#CCC(NC(=O)c1ccc(C(F)(F)F)cc1)C(=O)NCCC (configuration not stated)
    -14%, 7%, /, 13%[0.501 µM], /, -3%, -4%, -10%, 2%
> N#CC/C(N)=N/NC(=O)CCCNc1ncc(C(F)(F)F)cc1Cl
    -25%, -22%, -10%, 38%[activator], -20%, -5%, 0%, -18%, 8%
> Cc1cc(C(=O)N/N=C/c2c[nH]c3ccccc23)cs1
    -22%, -25%, -1%, 1%, ?, -2%, -3%, -20%, -2%
> O=C(CCN1CCOCC1)N1c2ccccc2Sc2ccc(Cl)cc21
    -29%, -13%, -1%, -1%[2.33 µM], 27%, 7%, 9%, -11%, -3%
> CCOc1ccccc1/C=c1\sc2nc(-c3ccco3)nn2c1=O
    56µM*, 50µM*, -7%, 35µM*, 11µM*, -2%, 89µM*, 7.9µM*, ?
> COc1ccc(N(CC(=O)Nc2ccccc2C(=O)NCC(C)C)S(C)(=O)=O)cc1
    -2%, -18%, -5%, -1%, 1%, -3%, -3%, ?, 13%
> CCC(=O)Nc1ccc(N2CCCCC2)c(C(=O)Nc2ccc(OC)cc2)c1
    ?, -1%, -12%, 70%[activator], -1%, 24%, -6%, ?, -1%
> CCCN(CC(=O)Nc1ccc(F)c(F)c1F)CC(=O)Nc1c(Cl)cccc1Cl
    -4%, 4%, -6%, -8%, -11%[57.1 µM], -1%, -10%, -9%, 33%[activator]
> CCCC(=O)Nc1ccc2c(c1)nc(CN1CCN(C(=O)OCC)CC1)n2C(C)C
    -13%, -36%, -2%, -19%[59 µM], -16%, /, -5%, -9%, 27%
> COc1ccc(CCNC(=O)c2c(O)c3c([nH]c2=O)CCCC3)cc1
    -7%, -27%, 1%, 17%[59 µM], 19%, -4%, -6%, -5%, -24%
> CC[C@H](C)C(=O)O[C@@H]1C[C@H](C)C=C2C=C[C@H](C)[C@@H](CC[C@H]3C[C@@H](O)CC(=O)O3)[C@H]21
    /, /, -5%[21.4 µM], 20%[21.5 µM], /, -3%[21 µM], -6%[12 µM], /, /
> COCc1cc(CNC(=O)C2CCC(=O)N(Cc3ccccc3F)C2)[nH]n1 (configuration not stated)
    -12%, -12%, -2%, -12%, 3%, 13%, -8%, -5%, 18%
> O=c1oc(-c2ccccc2)nc2c1C1(CCCCC1)Cc1ccccc1-2
    -26%, 4%, -1%, 14%[59 µM], -15%, -8%, -15%, 4%, 11%
> O=C(COc1ccccc1-c1ccccc1)NCCN1C(=O)S/C(=C\c2cccnc2)C1=O
    -18%, 5%, -2%, -32%[59 µM], 1%, 18%, -22%, -12%, 2%
> COc1ccc2nc(NC(=O)[C@@H]3CCCN3C(=O)c3cccs3)sc2c1
    -22%, -5%, -1%, 23%[59 µM], 24%, -4%, -17%, -6%, -7%
> CCOC(=O)CSc1nc2ccccc2c(=O)n1NC(=O)c1ccccc1
    -12%, -29%, 0%, -36%[59 µM], 32%, 6%, -20%, -6%, 14%
> COc1ccccc1Nc1c2ccccc2nc2ccccc12
    ?, -19%, 1%, 9%, ?, -20%, -21%, -22%, 113%[activator]
> O=C(c1ccccn1)N(CC1CCCO1)C1(C(=O)NC2CCCCC2)CCCCC1 (configuration not stated)
    13%, 0%, -6%, ?, 12%, -2%, 1%, -7%, 32%[activator]
> CC(C)COP(=O)(c1ccc(N(C)C)cc1)C(O)c1ccccc1 (configuration not stated)
    -12%, -14%, -3%, -2%, 6%, 42%[activator], -4%, -8%, 52%[activator]
> O=C(CSc1cccc[n+]1[O-])NCC1CCCCC1
    4%, -2%, -6%, -1%, 16%, -8%, -19%, 4%, 16%
> COc1ccc(N(C(=O)c2ccco2)S(=O)(=O)c2cc(OC)ccc2OC)cc1
    -28%, -36%, -7%, 3%[59 µM], 11%, -10%, -3%, 0%, -2%
> CCOC(=O)c1sc(NC(=O)c2cncc(Br)c2)nc1C
    /, 7%, 2%, 7%[59 µM], 8%, 1%, /, /, /
> CCOC(=O)CSc1snnc1C
    -1%, /, /, /, /, /, -3%, -10%, -10%
> CCOc1c(Br)cc(CNc2ccc3c(c2)OCCO3)cc1OC
    50µM*, 35µM*, -9%, 3.2µM*, -1%, -7%, -15%, -9%, -8%
> O=C(c1ccc2c(=O)n(-c3ccccc3)c(=O)[nH]c2c1)N1CCN(c2ccc(F)cc2)CC1
    -8%, 6%, 1%, -13%[2.33 µM], 34%, 1%, 1%, -10%, 3%
> COc1ccc(CCNC(=O)C2CC(c3ccccc3F)=NO2)cc1 (configuration not stated)
    -9%, -1%, 1%, 43%[59 µM], -21%, 0%, 10%, -1%, 16%
> COc1ccc(C2(CNC(=O)c3cc(OC)c(OC)c(OC)c3)CCCC2)cc1OC
    -5%, /, /, /, /, /, -16%, -9%, -27%
> CCOC(=O)c1cccc(NC(=O)c2cnc3sc(N4CCOCC4)nn3c2=O)c1
    -14%, -2%, 5%, 0%[59 µM], -17%, /, 0%, -7%, 1%
> O=C(Nc1ccc(F)cc1)Nc1ccc(S(=O)(=O)N2CCCC2)cc1
    -13%, -10%, /, -3%[12.7 µM], /, -16%, -3%, -7%, 9%
> Cc1ccc(NC(=O)c2cc3c(=O)oc4ccc(C)cc4c3s2)nc1
    /, -3%, -4%, 4%, 32%, -2%, /, /, /
> CCCCCC(=O)N1CCN(CCN=CC2=C(O)CC(c3ccco3)CC2=O)CC1 (configuration not stated)
    -7%[57.1 µM], -3%, -1%, ?, 18%, 1%, -12%, 11%, ?

The list is partial; count on the stated rates, not on these rows.
